Assay outcomes as filed in PubChem.
MrgX1 antagonist: antagonists of human MrgX1 receptor, primary screen, HEK293 cells, Fluo-4 calcium flux | 1.3% of 310,000 active | BAM8-22 antagonism; hits give low values | AID 588676, 2011 | B-score at 10 µM | Mas-related G-protein coupled receptor member X1 (Homo sapiens), Q96LB2;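 active = calcium-response B-score plate-corrected more than 3 library SD below zero, starting fluorescence within 5 deviations, no agonist response on first addition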;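 also: peak minus trough fluorescence over baseline after final BAM8-22 challenge near maximal dose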
TRPC4 PAM: positive allosteric modulators of TRPC4, primary screen, cell-based, mouse TRPC4beta, HEK293 mu-opioid, Fluo-4 calcium; DAMGO EC20, Fluo-4 Ca2+ flux; hits give high values; 0.42% of 310,000 active; Short transient receptor potential channel 4 (Mus musculus), Q9QUQ5; B-score at 10 µM;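 active = B-score of calcium response area above 5 SD of library B-scores, with initial fluorescence ratio within 5 SD of library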;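 also: B-score of integrated fluorescence ratio over time as area under calcium response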
TRPC6 activator: mouse TRPC6 channel activators, primary screen, cell-based, HEK293, membrane potential dye; Short transient receptor potential channel 6 (Mus musculus), Q61143; HEK293-TRPC6 membrane potential dye fluorescence; hits give high values; B-score at 10 µM; AID 2550, 2010; 0.13% of 310,000 active;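 active = B-score of the integrated fluorescence ratio above library mean plus 3 SD, and starting fluorescence ratio within library mean plus 5 SD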;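 also: higher score means more depolarization so channel activation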
Target sequence (Q61143 whole entry, looked up): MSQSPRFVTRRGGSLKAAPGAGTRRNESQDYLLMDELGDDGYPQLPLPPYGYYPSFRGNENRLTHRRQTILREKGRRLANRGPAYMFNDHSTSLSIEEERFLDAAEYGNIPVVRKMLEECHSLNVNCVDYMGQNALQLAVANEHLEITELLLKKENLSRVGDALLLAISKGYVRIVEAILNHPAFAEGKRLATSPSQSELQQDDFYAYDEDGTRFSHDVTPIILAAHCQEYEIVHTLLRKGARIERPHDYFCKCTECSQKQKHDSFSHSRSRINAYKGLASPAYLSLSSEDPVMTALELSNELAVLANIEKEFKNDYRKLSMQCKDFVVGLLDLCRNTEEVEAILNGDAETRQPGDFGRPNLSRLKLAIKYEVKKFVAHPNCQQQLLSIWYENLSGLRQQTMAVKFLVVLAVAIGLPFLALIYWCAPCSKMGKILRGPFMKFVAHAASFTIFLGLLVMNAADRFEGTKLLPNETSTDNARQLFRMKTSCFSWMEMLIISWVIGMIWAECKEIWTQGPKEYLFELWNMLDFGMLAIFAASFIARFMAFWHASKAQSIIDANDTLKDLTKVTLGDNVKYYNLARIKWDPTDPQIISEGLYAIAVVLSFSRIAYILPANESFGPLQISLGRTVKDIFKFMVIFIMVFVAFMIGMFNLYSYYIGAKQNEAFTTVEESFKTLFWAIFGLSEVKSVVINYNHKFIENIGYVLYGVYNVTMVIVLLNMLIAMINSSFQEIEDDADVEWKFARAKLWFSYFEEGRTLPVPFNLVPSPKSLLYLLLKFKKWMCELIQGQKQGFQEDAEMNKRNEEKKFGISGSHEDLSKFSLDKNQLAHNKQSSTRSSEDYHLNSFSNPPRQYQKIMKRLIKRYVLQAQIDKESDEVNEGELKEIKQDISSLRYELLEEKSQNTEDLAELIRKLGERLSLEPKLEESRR
aSyn 5UTR inh: MLPCN primary screen, SNCA 5' untranslated region. 0.82% of 300,000 active. alpha-synuclein 5'UTR reporter, inhibitor activity. inhibition, % (tested at 7.5 µM). AID 1813, 2009; in the data active = inhibition above about 60%;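 also: H4 neuroglioblastoma cells stably carrying SNCA 5'UTR luciferase fusion; 0% = DMSO wells and 100% = positive control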
SKKanGAS inh: S. pyogenes SKKanGAS growth inhibitors in kanamycin, primary screen, streptokinase expression inhibitor project, SKKanGAS strain, BacTiter-Glo luminescence | 6 h | inhibition, % at 7.5 µM | 1.3% of 300,000 active | AID 1662, 2009;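 active = mean replicate score, as percent of positive control median, at least 50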;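 also: strain carries kanamycin resistance gene driven by streptokinase promoter and grows in 40 µg/ml kanamycin; loss of luminescence reflects streptokinase promoter inhibition or plain growth inhibition; 0% = median of DMSO wells and 100% = positive control at its reference dose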
TRPC4 block: inhibitors of mouse TRPC4 channel, primary screen, Fluo4 calcium, HEK293 TRPC4beta/mu-opioid cells. Short transient receptor potential channel 4 (Mus musculus), Q9QUQ5. DAMGO-evoked Fluo4 calcium flux; hits give low values. 0.39% of 300,000 active. B-score at 10 µM;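 active = B-score over 3 SD under the library average, no early fluorescence shift, positive overall ratio signal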
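Assay system: HEK293 cells with stable TRPC4beta plus mu-opioid receptor expression. Dosing: single dose. Measured by: Fluo4 Ca2+ flux fluorescence. Also added: DAMGO in two steps, submaximal then maximal. Read-out: B score from integrated Fluo4 fluorescence ratio.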
IEC-6 cytotox: cytotoxicity in IEC-6 intestinal epithelial cells, primary screen, cytotoxicity control for KLF5 inhibitor project, cell-based, luminescence. 0.78% of 290,000 active. IEC-6 cytotoxicity, luminescence viability. inhibition, % at 5 µM; in the data active = inhibition above about 22%;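 also: 0% = plate median of test compound wells and 100% = cytotoxic reference compound wells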
TRPC6 inhibitor: mouse TRPC6 channel inhibitors, primary screen, cell-based, HEK293, membrane potential dye; ACh-evoked depolarization; hits give low values; B-score at 10 µM; 1.1% of 310,000 active; AID 2553, 2010;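 active = B-score under library mean minus 3 SD, initial fluorescence not abnormally high, positive integrated signal ratio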;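 also: B-score derived from integrated fluorescence ratio over the kinetic read; more negative B-score means stronger inhibition of depolarization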
HIF act: HIF pathway transcriptional activators, primary screen, cell-based, U2OS HRE-luciferase, luminescence; U2OS HRE-luciferase reporter; normalized: DMSO 0%, desferrioxamine 100%; activation, % at 7.5 µM (by protocol); 0.32% of 300,000 active;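 active = mean activation of at least 10% of the iron chelator positive control signal, with at least half of replicates also reaching 10%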
KLF5 inh: KLF5 expression inhibitors, primary screen, DLD-1 cells, luminescence; DLD-1 KLF5 promoter-luciferase reporter; AID 1700, 2009; 0.23% of 290,000 active; inhibition, % at 5 µM;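 active = inhibition above a per-plate limit of that plate's mean compound inhibition plus 3 SD, cut at about 60% in these data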;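 also: 0% = DMSO wells and 100% = LY294002 at 200 µM; higher means less KLF5 promoter-driven luciferase light; inactives centre near -14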
TRPC4 agonist: activators of mouse TRPC4 channel, primary screen, Fluo4 calcium, HEK293 TRPC4beta/mu-opioid cells | Short transient receptor potential channel 4 (Mus musculus), Q9QUQ5 | Fluo4 calcium fluorescence; hits give high values | B-score at 10 µM | 0.49% of 310,000 active | AID 2237, 2010;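 active = B-score above 5 SD of library B-scores, and initial fluorescence ratio not above library mean plus 5 SD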;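 also: positive B-score marks a calcium rise read as TRPC4 activation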
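Technique: kinetic Fluo4 calcium fluorescence; Test system: TRPC4beta and mu-opioid receptor HEK293 stable cells; Measure: B-scored integrated calcium fluorescence ratio; Benchmarks: low control buffer alone, high control maximal DAMGO; Schedule: 45 min room-temperature Fluo4 loading, 110 s read.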
Numbers without * were called inactive; i = inactive; · = not tested or not shown.

Under each structure: TRPC4 agonist	TRPC4 PAM	aSyn 5UTR inh	KLF5 inh	IEC-6 cytotox	MrgX1 antagonist	SKKanGAS inh	TRPC4 block	TRPC6 activator	TRPC6 inhibitor	HIF act
CNC(=O)C12N=CNN=C1N(C)C(=O)N2C (stereo unspecified)
  i	i	7.2	-9.8	-0.6	i	-8.9	i	i	i	0.0
CCCc1cc(=O)[nH]c(SCCOc2ccc(Cl)cc2)n1
  i	i	-9.0	-18.6	-5.0	i	5.6	i	i	i	-0.2
Cc1ccc(CCNC(=O)C2CCCN(S(=O)(=O)c3cnc[nH]3)C2)cc1 (stereo unspecified)
  i	i	-5.5	-0.8	1.5	i	-6.7	i	i	i	·
COC(=O)CCCC1=CC2=CC(=O)C(C)(OC(=O)c3cccs3)C(=O)C2=CN1C1CC1 (stereo unspecified)
  i	i	-2.2	·	·	i	-1.6	i	i	i	0.0
CCN(CC)CCN(C(=O)c1ccccc1OC)c1nc2ccc(F)cc2s1
  i	i	-15.7	7.1	0.2	i	-7.2	-6*	i	i	·
O=C(Nc1ccc(Cl)cc1)c1cc(-c2cccs2)on1
  i	i	-1.1	-13.4	-3.7	i	1.8	i	i	i	0.3
CC(C)(C)c1cc(CCC(=O)NN)cc(C(C)(C)C)c1O
  i	i	6.5	-0.9	-3.8	i	6.6	i	i	i	-0.2
COc1cc(/C=C/C(=O)N2CCN(c3n[nH]c(=O)[nH]c3=O)CC2)cc(OC)c1OC
  i	i	3.2	4.0	-2.2	i	-0.4	i	i	i	-0.1
Cc1cc(OCCCCCn2ccnc2)cc(C)c1Cl
  75*	i	22.9	-15.6	6.2	i	32.8	i	i	i	-0.5
O=C(NCCc1cccc(F)c1)C1CCN(S(=O)(=O)c2ccccc2)CC1
  i	i	7.2	18.1	0.0	i	-1.2	i	i	i	-5.3

More records.
Under each structure: TRPC4 agonist	TRPC4 PAM	aSyn 5UTR inh	KLF5 inh	IEC-6 cytotox	MrgX1 antagonist	SKKanGAS inh	TRPC4 block	TRPC6 activator	TRPC6 inhibitor	HIF act
C=CCn1cc(C(=O)OC)c(=O)c2cc(S(=O)(=O)N(CC)CC)ccc21
  i	i	14.7	-27.9	-1.6	i	-23.0	i	i	i	-0.4
CS(=O)(=O)Nc1cccc(C(=O)OCCCOc2ccc(F)cc2)c1
  i	i	9.2	-43.4	6.3	i	9.4	i	i	i	0.4
COc1cccc(N2CCN(c3ccc4nnc(CCC(=O)Nc5ccc(F)cc5)n4n3)CC2)c1
  i	i	1.0	-21.6	-0.9	i	2.0	i	i	i	-0.3
COc1ccc(Nc2nc(N(C)c3ccccc3)nc(N)c2[N+](=O)[O-])cc1
  i	i	-0.8	-55.4	-2.4	i	7.9	i	i	i	2.2
CN(C)c1nc(Nc2ccc(Cl)cc2)nc(OCC#N)n1
  i	i	34.6	-35.9	6.1	i	2.1	i	i	i	-9.8
O=S(=O)(c1cccc(COc2ccc(Cl)cc2Cl)c1)N1CCOCC1
  i	i	4.6	-0.7	-2.2	i	-2.3	i	i	i	-0.3
Cn1c(CCNS(=O)(=O)c2ccc(F)cc2)nnc1SCc1cccnc1
  i	i	1.9	-44.9	6.0	i	0.4	i	i	i	0.2
CC(=O)Oc1ccccc1N1C(=O)c2ccc(C(=O)O)cc2C1=O
  i	i	-23.6	15.2	3.7	i	3.3	i	i	i	-0.6
O=C(CNS(=O)(=O)c1cccc2nsnc12)NC1CCCCC1
  i	i	10.8	-18.6	-5.4	i	1.4	i	i	i	-0.3
CCOC(=O)C1(CCOC)CCN(C2C3CC4CC(C3)CC2C4)CC1 (stereo unspecified)
  i	i	15.9	-11.8	-2.7	i	6.5	i	i	i	-0.2

Later entries.
Under each structure: TRPC4 agonist	TRPC4 PAM	aSyn 5UTR inh	KLF5 inh	IEC-6 cytotox	MrgX1 antagonist	SKKanGAS inh	TRPC4 block	TRPC6 activator	TRPC6 inhibitor	HIF act
Cc1c(N/C(=N/S(=O)(=O)c2cc([N+](=O)[O-])ccc2Cl)c2ccccc2)c(=O)n(-c2ccccc2)n1C
  i	i	-1.6	-2.7	-3.7	i	1.1	i	i	i	0.0
O=C(CSc1ncnc2sc3c(c12)CCCCC3)NCc1ccco1
  i	i	-23.6	-17.5	-1.1	i	7.6	i	i	i	2.5
CC(C)c1c(C(=O)N/N=C/c2ccc(C(F)(F)F)cc2)nnn1-c1nonc1N
  i	i	-42.3	-1.8	8.9	i	13.2	i	i	i	0.1
CCOC(=O)C1CCCCN1Cc1cn[nH]c1-c1ccc(F)cc1F (stereo unspecified)
  i	i	0.7	-25.6	-2.3	i	-3.0	i	i	i	0.1
CN(CC(=O)Nc1cccc(F)c1)C(=O)CCc1nc2cc(S(=O)(=O)N3CCOCC3)ccc2n1C
  i	i	9.6	·	·	i	-8.1	i	i	i	0.1
COc1cc(CNC(=O)c2ccc3c(c2)S(=O)(=O)c2ccccc2C3=O)cc(OC)c1
  i	i	26.5	·	·	i	15.5	i	i	i	-0.2
O=C(CCN1C(=O)/C(=C/c2ccc(F)cc2)SC1=S)NCCCn1ccnc1
  i	i	-8.9	-5.1	-4.2	i	-1.6	i	i	i	-0.8
O=C(COC(=O)COc1ccc2ccccc2c1)NC1CCCc2ccccc21 (stereo unspecified)
  i	i	4.7	-19.7	-8.0	i	-1.1	i	i	i	-0.4
C/C(=N\Nc1ccc([N+](=O)[O-])cc1[N+](=O)[O-])c1ccc(-n2nncc2C(C)(C)C)cc1
  i	i	-25.1	-9.8	4.3	i	1.5	i	i	i	-0.6
CNC(=S)NNC(=O)c1sccc1C
  i	i	6.7	8.6	2.4	i	-7.0	i	i	i	0.2

More compounds.
Under each structure: TRPC4 agonist	TRPC4 PAM	aSyn 5UTR inh	KLF5 inh	IEC-6 cytotox	MrgX1 antagonist	SKKanGAS inh	TRPC4 block	TRPC6 activator	TRPC6 inhibitor	HIF act
O=C(O)c1nc(-c2ccccc2)n(-c2cccc(C(F)(F)F)c2)n1
  i	i	-23.6	-8.6	6.9	i	4.7	i	i	i	0.4
Cc1ccc(S(=O)(=O)Nc2ccc(-c3cn4ccc(C)cc4n3)cc2)cc1
  i	i	-16.7	-0.4	-0.8	i	2.2	i	i	i	0.2
CCOC(=O)c1c(C)[nH]c(C(=O)OCC(=O)Nc2cc(Cl)ccc2OC)c1C
  i	i	-5.6	-15.2	0.2	i	4.2	i	i	i	0.1
CCn1c(SCC(=O)N2CCN(C(=O)c3ccco3)CC2)nnc1C(C)C
  i	i	-0.4	-4.6	-2.4	i	2.7	i	i	i	0.0
O=C(O)c1ccccc1NC(=S)NC(NC(=O)c1ccccc1[N+](=O)[O-])C(Cl)(Cl)Cl (stereo unspecified)
  i	i	22.5	-4.9	-0.9	i	-3.0	i	i	i	0.3
Cn1nc(C(=O)NCC2CCCO2)c2ccccc2c1=O (stereo unspecified)
  i	i	7.3	-1.5	6.2	i	-2.7	i	i	i	-0.4
O=C(c1ccc(N2C(=O)CCC2=O)cc1)N1CCOCC1
  i	i	16.2	-15.3	5.2	i	3.4	i	i	i	0.1
O=C(CCC1CCCN(C(=O)c2ccoc2)C1)NCc1ccccc1F (stereo unspecified)
  i	i	-13.5	-0.9	-1.3	i	-2.0	i	i	i	0.9
COc1ccc(N2C(=O)NC3CC2(C)Oc2ccccc23)cc1OC (stereo unspecified)
  i	i	7.8	10.3	2.3	i	-1.5	i	i	i	0.7
CCOC(=O)N1CCC(NC(=O)C(NS(=O)(=O)c2ccc3c(c2)CCN3C(C)=O)C(C)C)CC1 (stereo unspecified)
  i	i	-5.6	-8.4	1.2	i	0.9	i	i	i	0.6

(listing goes on)
Under each structure: TRPC4 agonist	TRPC4 PAM	aSyn 5UTR inh	KLF5 inh	IEC-6 cytotox	MrgX1 antagonist	SKKanGAS inh	TRPC4 block	TRPC6 activator	TRPC6 inhibitor	HIF act
CCN(CC)S(=O)(=O)c1cc([N+](=O)[O-])ccc1NNC(=O)Nc1ccccc1OC
  i	i	-5.6	-8.0	5.0	i	26.7	i	i	i	-0.2
O=C(N/N=C/c1ccncc1)C12CC3CC(CC(C3)C1)C2
  i	i	12.9	1.8	-2.8	i	-4.4	i	i	i	-0.5
CC1(C)CC(O)(CCNCc2ccc3c(c2)OCO3)CCO1 (stereo unspecified)
  i	i	24.4	-73.0	2.8	i	11.3	i	i	i	0.2
CCOC(=O)c1c(C)[nH]c(=S)c(C#N)c1-c1ccc(Cl)cc1
  i	i	12.1	-17.6	-6.1	i	17.3	i	i	i	0.1
CS(=O)(=O)N1CCCC(C(=O)NCc2ccc(F)cc2Cl)C1 (stereo unspecified)
  i	i	12.1	-19.2	1.7	i	5.6	i	i	i	-0.5
O=C(N/N=C/c1cc(Br)cs1)C(O)c1ccccc1 (stereo unspecified)
  i	i	-0.6	-27.4	-0.8	i	-6.1	i	i	i	0.0
CCC1C(=O)c2ccccc2N(C)C1=O (stereo unspecified)
  i	i	-3.4	-20.3	2.5	i	-1.1	i	i	i	0.0
CC1(c2nnc(-c3cccc(Cl)c3)o2)CC(c2ccc(Cl)cc2)=NO1 (stereo unspecified)
  i	i	-3.3	·	·	i	-2.6	i	i	i	-1.2
Cn1nc(C(=O)NNC(=O)c2ccc(Cl)cc2)ccc1=O
  i	i	-2.3	·	·	i	-12.1	i	i	i	-0.4
Cc1ccccc1C(=O)N1CCN(c2ncnc3c2cnn3-c2ccccc2)CC1
  i	i	11.5	-20.2	0.8	i	-0.8	i	i	i	0.2

One compound at a time, from the list above. Order of values: TRPC4 agonist, TRPC4 PAM, aSyn 5UTR inh, KLF5 inh, IEC-6 cytotox, MrgX1 antagonist, SKKanGAS inh, TRPC4 block, TRPC6 activator, TRPC6 inhibitor, HIF act
O=C(N/N=C/c1cc(Br)cs1)C(O)c1ccccc1 (stereo unspecified) reads i, i, -0.6, -27.4, -0.8, i, -6.1, i, i, i, 0.0
CCN(CC)S(=O)(=O)c1cc([N+](=O)[O-])ccc1NNC(=O)Nc1ccccc1OC reads i, i, -5.6, -8.0, 5.0, i, 26.7, i, i, i, -0.2
Cn1nc(C(=O)NNC(=O)c2ccc(Cl)cc2)ccc1=O reads i, i, -2.3, ·, ·, i, -12.1, i, i, i, -0.4
